Yeast superoxide – lowers age-related superoxide in aged yeast cells; S. cerevisiae aged cells, superoxide DHE fluorescence; stronger effect = lower value; superoxide response (% of plate mean), % at 10 µM; 330,000 tested, 0.18% active;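 active = superoxide response under a set limit, about three screen SD below normal, cut at about 65% in these data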;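 also: yeast aged for seven days with compound at 30 °C before DHE staining; 100% = average MFI of all compound-treated wells on the plate with controls excluded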
PP1 inh – PP1-alpha (human) inhibition in PP5 counter-screen | purified PP1alpha, OMFP fluorescence | inhibition, % at 6.7 µM | 320,000 tested, 0.9% active | P62136;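 active = inhibition above the mean inhibition of all tested compounds plus 3 SD, computed separately for each screening campaign, cut at about 15% in these data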
Fh CTSL1 inh – cathepsin L1 inhibition, PFM18AAP counter-screen. recombinant F. hepatica cathepsin L1, Z-Leu-Arg-MCA fluorescence. inhibition, % at 5.96 µM. 300,000 tested, 0.49% active. AID 1906;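 active = inhibition above the mean of all tested compounds plus 3 SD, set per screening campaign, cut at about 17% in these data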;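 also: 0% = plate median of test compound wells and 100% = 1 µM Z-Phe-Ala-diazomethylketone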
ZTA DNA inh – ZTA (EBV) inhibition in EBNA-1 counter-screen; P03206; ZTA-DNA binding, fluorescence polarization; inhibition, % at 11 µM; 320,000 tested, 0.15% active; AID 2234; in the data active = inhibition above about 33%
TPT1 inhibitor – C. albicans TPT1 enzyme inhibition; inhibition, % at 5 µM; 300,000 tested, 0.81% active; AID 1962; recombinant caTPT1, FP RNA substrate dephosphorylation;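 active = inhibition above the mean of all tested compounds plus 3 SD, set per screening campaign, cut at about 24% in these data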;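 also: plate controls were DMSO alone for no effect and ferristatin control at 100 nM for full effect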
PP5 primary – PP5 (human) phosphatase inhibition; 320,000 tested, 0.18% active; inhibition, % at 6.7 µM; P53041; purified PP5c, OMFP substrate fluorescence;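 active = inhibition above the campaign's mean inhibition across all tested compounds plus 3 SD, cut at about 9.5% in these data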;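 also: 0% = DMSO only and 100% = 100 µM cantharidin control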
Target sequence (P53041 whole entry, looked up): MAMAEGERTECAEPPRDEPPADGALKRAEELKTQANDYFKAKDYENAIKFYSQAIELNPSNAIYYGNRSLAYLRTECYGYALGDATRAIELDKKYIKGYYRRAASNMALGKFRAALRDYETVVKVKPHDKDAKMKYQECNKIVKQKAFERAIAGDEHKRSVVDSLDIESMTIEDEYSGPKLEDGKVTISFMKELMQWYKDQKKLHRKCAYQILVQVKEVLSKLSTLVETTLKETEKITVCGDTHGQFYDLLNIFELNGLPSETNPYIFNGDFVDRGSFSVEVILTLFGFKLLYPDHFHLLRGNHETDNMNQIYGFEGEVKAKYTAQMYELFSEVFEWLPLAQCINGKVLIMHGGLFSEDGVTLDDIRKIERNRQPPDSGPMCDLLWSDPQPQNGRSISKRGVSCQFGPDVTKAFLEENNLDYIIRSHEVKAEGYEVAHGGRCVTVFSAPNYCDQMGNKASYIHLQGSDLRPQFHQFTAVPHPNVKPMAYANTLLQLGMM
HCV core dimer – HCV core protein dimerization inhibition. inhibition, % at 5 µM. TR-FRET GST/Flag-core106 dimerization, 1536-well. 300,000 tested, 0.33% active;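 active = inhibition above the mean of all tested compounds plus 3 SD, set per screening campaign, cut at about 45% in these data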
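System – GST-tagged and Flag-tagged HCV core protein residues 1-106 · Repeats – one well for each compound · Technique – TR-FRET 671 and 617 nm emission · Doses – one concentration, 5 µM, in 0.5% DMSO · Times – 4 h, 22.5 °C incubation · Also added – Eu donor and XL665 acceptor anti-tag antibodies · Measure – percent inhibition of core106 dimerization signal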
JMJD2C inh – human JMJD2C demethylase inhibition; inhibition, % at 2.35 µM; 330,000 tested, 0.069% active; AID 2099; Q9H3R0; GST-JMJD2C(1-420) H3K9me3 demethylation, DELFIA europium;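 active = more than half of a compound's replicate wells show inhibition beyond 50%, single wells judged on their own value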;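 also: signal counts dimethyl H3K9 product captured on neutravidin plate; 0% = median of DMSO wells and 100% = 0.3 times that DMSO median; strong numbers were not always called active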
Target sequence (Q9H3R0 1-420 limits assumed): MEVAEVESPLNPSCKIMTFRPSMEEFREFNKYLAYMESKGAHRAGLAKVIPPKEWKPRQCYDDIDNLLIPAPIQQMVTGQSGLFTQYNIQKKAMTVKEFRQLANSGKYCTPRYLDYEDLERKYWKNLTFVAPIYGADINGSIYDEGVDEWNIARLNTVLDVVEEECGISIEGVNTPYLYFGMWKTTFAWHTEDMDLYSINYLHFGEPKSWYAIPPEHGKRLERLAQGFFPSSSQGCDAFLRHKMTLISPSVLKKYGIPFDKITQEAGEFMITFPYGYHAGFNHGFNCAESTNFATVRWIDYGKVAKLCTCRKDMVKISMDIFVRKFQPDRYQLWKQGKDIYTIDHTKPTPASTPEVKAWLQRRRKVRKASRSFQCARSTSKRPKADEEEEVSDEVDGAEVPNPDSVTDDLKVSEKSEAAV
EBNA-1 inh – blocks EBNA-1 binding to DNA. EBNA-1 DNA binding, fluorescence polarization. inhibition, % at 14.8 µM. 300,000 tested, 0.34% active; in the data active = inhibition above about 28%
* hit, by the source's call; . = no result given; & = joins results of further samples.

structure	Yeast superoxide	PP1 inh	Fh CTSL1 inh	ZTA DNA inh	TPT1 inhibitor	PP5 primary	HCV core dimer	JMJD2C inh	EBNA-1 inh
COCCn1c(SCC(=O)Nc2cc(C)on2)nc2ccccc2c1=O	103	-2	.	13	.	1.7	.	4	.
O=C(NCC(c1ccco1)N1CCc2ccccc2C1)c1ccc(Cl)cc1 (configuration not stated)	96	2	1	7	-1	3.3	7	2	-4
CN(C(=O)c1ccc(NC(=O)Cc2cccc(NC(=O)C3CCN(C(=O)CCc4ccccc4)CC3)c2)cc1)C1CCCC1	96	1	.	-4	.	0.1	.	2	.
Cc1ccc(NC(=O)Cc2ncon2)cc1Cl	92	1	13	5	-2	0.9	-5	-9	-6
CC1CCN(c2c([N+](=O)[O-])c(=O)n(-c3ccccc3)c3ccccc23)CC1	92	-3	2	0	-3	1.6	-2	5	3
Cc1ccc(C(=O)N2CCN(c3cccc(C)c3C)CC2)cc1S(=O)(=O)N1CCOCC1	91	1	.	-15	.	2.5	.	1	.
Cc1nc2ccccn2c1C(=O)N/N=C/c1ccc([N+](=O)[O-])cc1	98	-7	-2	-6	-3	-2.6	1	8	8
CC(C)Cn1c(CCCNC(=O)c2ccc(F)cc2)nc2ccccc21	84	2	9	-6	-2	1.0	0	-5	-6
Cc1cc(=O)[nH]c(N/N=C/c2ccc(N(C)C)cc2)n1	96	1	3	-17	-2	0.0	-34	-29	0
O=C(/C=C/c1ccccc1Br)c1ccc2c(c1)OCO2	106	4	-5	1	1	-2.6	-3	-13	-16
CC1=C([N+](=O)[O-])C(c2cccc(Br)c2)C2=C(N1)c1ccccc1C2=O (configuration not stated)	127	6	1	17	2	3.9	-4	-8	4
CC1CCN(C(=O)CSc2nnc(CN3CCOCC3)n2-c2ccccc2)CC1	96	-2	4	-6	2	2.8	0	-4	-6
COc1ccccc1OCc1ccc(C(=O)NCc2ccco2)o1	108	-2	1	3	0	1.4	1	-4	-4
O=C(c1ccco1)N1CCN(C(=O)c2cc(Cl)nc3ccccc23)CC1	91	-5	1	7	0	-0.9	-1	1	5
O=C1Nc2ccccc2N(O)N1c1ccc(S(=O)(=O)N2CCCCCC2)cc1	90	-2	3	-10	0	-1.8	-2	5	0
COc1ccc(S(=O)(=O)NCC2CCCN(Cc3cccc(C(C)=O)c3)C2)cc1 (configuration not stated)	88	-4	0	-21	4	3.0	-2	-5	-8
Cc1cc(OCC(=O)Nc2ccc3oc(=O)ccc3c2)ccc1Cl	98	7	-3	-4	-2	2.1	-33	7	-6
O=C(O)c1ccc(-n2c(-c3cc(C4CC4)[nH]n3)n[nH]c2=S)cc1	94	-4	1	7	-1	-0.9	0	0	-1
COc1ccc(NS(=O)(=O)c2cc(NC(=O)c3cc(=O)c4ccccc4o3)ccc2OC)cc1	101	10	10	-28	-2	3.5	11	14	13
CCCc1nc2n[nH]c(N)c2c2c1COC(C)(C)C2	97	-2	5	7	-4	0.0	-4	-3	0
COc1ccc(CN(C)C(=O)CNC(=O)c2ccc(C)cc2)cc1	108	-4	3	-27	-1	-2.2	2	-3	-5
NS(=O)(=O)c1cccc2c1c([N+](=O)[O-])cc1nc(O)c(O)nc12	119	-2	8	0	-4	1.1	-3	.	-5
COc1cc(C(=O)NNC(=O)C2CC=CCC2C(=O)O)cc(OC)c1OC (configuration not stated)	79	0	2	5	-4	-1.1	-3	-6	-9
CC1Cc2ccccc2N1C(=O)CN1CCCCC1 (configuration not stated)	77	1	-2	1	-1	-1.7	-2	-2	5
COc1cc(NC(=O)CSc2nc(=O)n(CCN3CCOCC3)c3c2CCCC3)cc(OC)c1	96	-3	-5	3	1	-0.2	1	-22	-1
Cc1cc(S(=O)(=O)NCc2ccccn2)c(Cl)cc1Cl	101	-1	5	-1	3	-0.8	-2	7	0
Cc1ccc(S(=O)(=O)N2CCCCC2)cc1NC(=O)COC(=O)c1cc[n+]([O-])cc1	92	1	-2	-10	0	-0.8	11	6	5
C/C(=C\C(=O)c1cccnc1)Nc1ccc(C(=O)O)cc1	91	-1	0	-12	1	-0.4	5	4	10
O=C(NCCC1=CCCCC1)C1CCN(S(=O)(=O)N2CCOCC2)CC1	74	-2	4	-8	-1	-0.1	4	3	5
Cc1ccc(NC(=O)c2cc(S(=O)(=O)c3ccccc3)ccc2Cl)cc1	96	3	-2	4	0	0.3	8	-1	-7
CC(C)c1ccc(-c2nc3ccccc3s2)cc1	99	-3	-1	6	-1	0.9	4	-4	-8
Oc1cccc(C2c3[nH]c4ccccc4c3CCN2Cc2cnn(-c3ccccc3)c2)c1 (configuration not stated)	107	-2	-1	1	4	2.7	0	-27	-6
N/C(=N\OC(=O)c1ccccc1[N+](=O)[O-])c1ccccn1	95	-3	-3	8	-7	0.9	-2	6	14
Cc1cc(C)cc(N2CCCC2=O)c1	113	-2	-3	-5	-2	0.0	2	-10	1
Cc1cc(C(=O)N/N=C2\CCCC(=O)C2)c2ccccc2n1	93	1	2	-10	-6	1.1	-3	-14	5
COc1cc(NC(=O)c2cccc(C)c2)c(OC)cc1NC(=O)CN1CCCCC1	98	1	3	0	-6	1.3	4	6	-3
COc1ccc(NC(=O)CSc2nnc(C3CCCCC3)n2-c2ccccc2)cc1	120	0	-4	4	6	1.1	15	5	-19
COCCNC(=S)NNC(=O)CSCc1ccc(Cl)cc1Cl	100	0	0	-4	-2	-2.7	0	-9	-9
O=C(/C=C/c1ccc(F)cc1)NC(=S)NNC(=O)c1cccnc1	95	25*	3	6	-4	3.5	-2	6	0
CCOC(=O)C1C(=O)C=C(c2cccc(NS(C)(=O)=O)c2)CC1c1ccco1 (configuration not stated)	93	1	2	2	0	1.8	0	2	-5
CCOC(=O)N1CCC(NC(=O)C2CCCN(C(=O)c3cc4sccc4n3C)C2)CC1 (configuration not stated)	98	-1	-1	11	-2	-2.5	4	30	16
COc1ccc(S(=O)(=O)N2CCOC23CCN(S(=O)(=O)c2cc(F)ccc2F)CC3)cc1	103	1	2	-3	-2	2.2	3	61	-8
Cc1ccc2nc(Nc3ccccc3)c(C=O)c(=O)n2c1	97	6	2	2	1	-2.0	12	1	4
CCOC(=O)c1c(C=O)c2sc(C)cc2n1C	99	-1	4	8	5	-2.2	2	7	6
Cc1cc(C)cc(N=c2c([N+](=O)[O-])nn(-c3ccc4c(c3)OCCO4)n2O)c1	89	-2	0	4	-4	1.1	5	8	5
COc1ccc(S(=O)(=O)N2CCN(c3ccc4nnc(-c5ccc(F)cc5)n4n3)CC2)cc1	104	6	0	5	-3	3.3	8	9	2
CCOc1cc2c(C#N)c(N3CCCCC3)nc(N)c2c(N)n1	91	6	2	-2	50*	4.8	10	-16	-3
COc1ccc(NC(=O)CC2C(=O)N(c3ccc(OC)cc3)C(=S)N2NC(=O)c2cccc(F)c2)cc1 (configuration not stated)	99	-1	1	-1	7	0.3	0	-9	21
CN(c1cccnc1)c1ncnc2[nH]ncc12	107	0	-1	17	2	1.3	-1	-2	2
O=C(NCCCN1CCCC1=O)Nc1ccc(Cl)cc1Cl	105	-6	0	5	-2	1.8	5	26	1

Entries of single compounds, quoted from the list. Order of screens: Yeast superoxide | PP1 inh | Fh CTSL1 inh | ZTA DNA inh | TPT1 inhibitor | PP5 primary | HCV core dimer | JMJD2C inh | EBNA-1 inh
Entry for CN(c1cccnc1)c1ncnc2[nH]ncc12 = 107 | 0 | -1 | 17 | 2 | 1.3 | -1 | -2 | 2
Entry for CC(C)c1ccc(-c2nc3ccccc3s2)cc1 = 99 | -3 | -1 | 6 | -1 | 0.9 | 4 | -4 | -8

Next section.
structure	Yeast superoxide	PP1 inh	Fh CTSL1 inh	ZTA DNA inh	TPT1 inhibitor	PP5 primary	HCV core dimer	JMJD2C inh	EBNA-1 inh
COc1ccc(-n2c(C)cc(C(=O)COC(=O)Cn3cnc4ccccc43)c2C)cc1	122	-1	-4	1	3	1.0	7	-9	-5
CC(C)[C@@H]1NC(=O)c2cc([N+](=O)[O-])cc(I)c2NCCC[C@@H](C(N)=O)NC(=O)[C@H](CO)NC1=O	107	-2	5	5	0	0.3	1	24	2
O=C(O)C1=C[C@@H](c2ccc(C(F)(F)F)cc2)C[C@@H](OCCCCO)O1	.	3	-2	2	-1	0.6	7	3	11
N=C1/C(=C\c2ccc(-c3cc(Cl)cc(Cl)c3)o2)C(=O)N=C2SC=C(c3ccccc3)N12	99	-4	-7	1	8	-8.5	49*	-9	2
COc1ccc(-c2noc(CCCC(=O)Nc3cccnc3)n2)cc1OC	103	0	-2	15	-2	0.1	1	7	7
COc1ccc(C2NC(=O)NC(C)=C2C(=O)Nc2cc(C)ccc2C)cc1OC (configuration not stated)	87	-1	1	2	2	3.1	3	3	-14
CC1(C)Cc2c(sc(N)c2C#N)C(C)(C)N1	103	4	-2	2	2	0.0	3	8	6
Cc1cccnc1NC(=O)c1cccc(S(=O)(=O)N2CCCC2)c1	79	2	-1	-1	2	-0.9	0	-24	-8
CC(C)CCNC(=O)C(c1ccc(O)cc1)N(Cc1cccs1)C(=O)C1COc2ccccc2O1 (configuration not stated)	115	1	0	-17	-4	6.9	12	-10	-4
OC[C@H]1O[C@@H]2O[C@H]3[C@H](O)[C@@H](O)[C@@H](O[C@H]4[C@H](O)[C@@H](O)[C@@H](O[C@H]5[C@H](O)[C@@H](O)[C@@H](O[C@H]6[C@H](O)[C@@H](O)[C@@H](O[C@H]7[C@H](O)[C@@H](O)[C@@H](O[C@H]1[C@H](O)[C@H]2O)O[C@@H]7CO)O[C@@H]6CO)O[C@@H]5CO)O[C@@H]4CO)O[C@@H]3CO	98	-4	-4	-8	-5	0.3	2	32	0
CC1=C(C(=O)Nc2ccccc2C(=O)NC2CCC(C)CC2)SCCO1 (configuration not stated)	91	2	-4	-8	-4	2.5	2	-1	-1
COc1ccc(CCNc2c(C)c(C)nc3ncnn23)cc1	102	2	1	11	2	-0.6	-2	-8	3
Cn1cncc1C(=O)c1ccccc1	103	3	6	-1	-3	-0.9	4	3	5
Cc1ccn2cc(C(=O)NC3CCN(Cc4ccccc4)CC3)nc2c1	102	-1	-5	2	-1	-0.4	-1	3	3
CC1CCCN(C(=O)COC(=O)C2CCN(S(=O)(=O)c3ccc(Cl)c(C(F)(F)F)c3)CC2)C1 (configuration not stated)	114	-3	1	3	-1	0.3	5	2	-3
O=C(NC1CCCCC1)N1CCC(c2nc(-c3ccc(S(=O)(=O)N4CCCC4)cc3)no2)CC1	119	-5	-4	21	-1	0.3	5	-8&1	3
COc1ccc(C(=O)NNS(=O)(=O)c2ccc(C)cc2)cc1	93	3	11	-6	-3	-2.2	-10	-2	-7
COC(=O)c1cc(Cl)nc2ccccc12	86	-3	0	-14	3	0.9	2	-4	6
CCOC(=O)C1(CCc2ccccc2)CCN(Cc2ccccn2)CC1	93	-1	-2	1	-4	0.5	-5	-5	6
CN(C(=O)Nc1ccccc1)C1CCCCC1	108	-2	-3	-4	1	-0.3	3	-2	-13
Cc1csc2nc(COC(=O)c3ccc(Cl)c([N+](=O)[O-])c3)cc(=O)n12	103	-2	.	5	.	0.9	.	8	.
Cc1ccc(-n2nc3c(c2NC(=O)c2ccccc2Br)CS(=O)C3)cc1 (configuration not stated)	107	1	0	-3	5	2.4	-12	-10	-8
Cc1ccc(C(=O)Nc2cccc(NC(=O)c3cccs3)c2)c(C)c1	91	3	2	-4	0	4.2	-5	-10	-15
COc1ccc(C2CC(c3cccs3)=NN2C(=O)c2ccc(Br)o2)cc1 (configuration not stated)	89	2	4	1	-2	-0.5	9	-4	11
COc1cccc(NC(=O)Cc2c(O)c3ccccc3[nH]c2=O)c1	112	-3	1	8	-2	2.6	2	-5	-4

Screening results deposited in PubChem BioAssay by several laboratories.
